Compound activity (PubChem BioAssay)
ANO1 activ – TMEM16A chloride channel activators or potentiators, primary screen, cell-based, HTS; Anoctamin-1 (Mus musculus), Q8BHY3; HEK293 TMEM16A/YFP-H148Q/I152L, iodide quench fluorescence; hits give low values; B-score at 10 µM; hit rate 0.3% among 340,000; AID 623877, 2012;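 active = fluorescence-ratio B-score plate-corrected deviation score at least 3 library SD below zero, with starting fluorescence score within 5 deviations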;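 also: channel opened by trigger with iodide after compound preincubation; score built on the fluorescence ratio of max minus min over baseline; more negative score means more quench and so TMEM16A activation or potentiation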
KCNK3 inh – human KCNK3 channel inhibitors, primary screen, CHO cells, FluxOR thallium flux, B-score | hit rate 0.84% among 340,000 | B-score at 10 µM | Potassium channel subfamily K member 3 (Homo sapiens), O14649 | FluxOR fluorescence; hits give low values | AID 602410, 2012;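 active = B-score under library mean minus 4 SD, starting fluorescence ratio at most library mean plus 5 SD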;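 also: more negative B-score means stronger inhibition of thallium flux through KCNK3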
Target sequence (O14649 whole entry, looked up): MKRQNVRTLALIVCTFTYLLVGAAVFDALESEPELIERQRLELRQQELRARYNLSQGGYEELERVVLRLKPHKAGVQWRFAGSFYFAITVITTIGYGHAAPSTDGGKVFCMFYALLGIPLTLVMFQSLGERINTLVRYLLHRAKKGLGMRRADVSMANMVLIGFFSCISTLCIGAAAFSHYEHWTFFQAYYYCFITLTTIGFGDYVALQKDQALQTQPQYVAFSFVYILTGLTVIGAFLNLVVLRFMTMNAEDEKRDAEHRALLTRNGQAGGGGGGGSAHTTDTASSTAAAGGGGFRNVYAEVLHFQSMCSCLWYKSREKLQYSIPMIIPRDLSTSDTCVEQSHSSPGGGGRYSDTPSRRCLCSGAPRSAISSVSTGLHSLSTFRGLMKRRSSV
KCNK9 inh – KCNK9 potassium channel inhibitors, primary screen, HEK293 cells, thallium flux; AID 488922, 2010; FluxOR thallium flux fluorescence; hits give low values; B-score at 10 µM; hit rate 1.2% among 310,000;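 active = ratio B-score over 3 SD below the library mean, with starting fluorescence within 5 SD of its mean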;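 also: negative B-score means less thallium flux so channel inhibition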
TRPC4 PAM – positive allosteric modulators of TRPC4, primary screen, cell-based, mouse TRPC4beta, HEK293 mu-opioid, Fluo-4 calcium; Short transient receptor potential channel 4 (Mus musculus), Q9QUQ5; DAMGO EC20, Fluo-4 Ca2+ flux; hits give high values; B-score at 10 µM; hit rate 0.42% among 310,000;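 active = B-score of calcium response area above 5 SD of library B-scores, with initial fluorescence ratio within 5 SD of library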;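 also: B-score of integrated fluorescence ratio over time as area under calcium response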
HDAC3 inhib – HDAC3 deacetylase inhibitors, primary screen, biochemical, fluorescence, cell-free homogeneous. recombinant HDAC3, fluorogenic peptide/trypsin coupled. Histone deacetylase 3 (Homo sapiens), O15379. hit rate 0.15% among 320,000. inhibition, % at 8.3 µM; in the data active = inhibition above about 26%, passing the limit was not always enough; inconclusive = no clear call, values can overlap the other calls
Target sequence (O15379 whole entry, looked up): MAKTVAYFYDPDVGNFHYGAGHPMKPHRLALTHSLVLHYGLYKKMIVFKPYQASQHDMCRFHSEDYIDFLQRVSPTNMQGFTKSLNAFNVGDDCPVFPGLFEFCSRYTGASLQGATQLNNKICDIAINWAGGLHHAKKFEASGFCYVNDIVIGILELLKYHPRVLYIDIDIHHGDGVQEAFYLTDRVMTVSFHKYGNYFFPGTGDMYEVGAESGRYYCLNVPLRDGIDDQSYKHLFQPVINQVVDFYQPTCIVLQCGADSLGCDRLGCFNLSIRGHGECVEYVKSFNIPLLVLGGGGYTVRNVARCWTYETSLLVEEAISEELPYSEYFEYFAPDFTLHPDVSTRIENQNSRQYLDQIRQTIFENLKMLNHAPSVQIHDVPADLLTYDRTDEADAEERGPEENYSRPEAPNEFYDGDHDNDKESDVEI
KCNQ1 block – inhibitors of human KCNQ1 channel, primary screen, cell-based, thallium flux, high-throughput | Potassium voltage-gated channel subfamily KQT member 1 (Homo sapiens), P51787 | CHO-K1 KCNQ1, FluxOR thallium flux fluorescence; hits give high values | B-score at 10 µM | hit rate 1.3% among 310,000 | AID 2642, 2010;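 active = compounds whose thallium flux B-score, printed positive for inhibition, exceeds three library SD while starting fluorescence stays within three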;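 also: channel opened by potassium depolarization with thallium stimulus after 20 min compound exposure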
ANO1 block – TMEM16A chloride channel inhibitors, primary screen, cell-based, HTS | normalized B-score (activity score, 25-100; higher = stronger inhibition) at 10 µM | hit rate 1.2% among 310,000 | HEK293 TMEM16A/YFP iodide influx fluorescence, ionomycin | Anoctamin-1 (Mus musculus), Q8BHY3;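 active = ratio plate-corrected score three or more library SD toward inhibition, starting fluorescence score within five deviations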;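 also: score derived from kinetic fluorescence span divided by baseline fluorescence per well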
KCNQ1 act – potentiators or activators of KCNQ1 channel, primary screen, cell-based, thallium flux, high-throughput; Potassium voltage-gated channel subfamily KQT member 1 (Homo sapiens), P51787; hit rate 0.35% among 310,000; CHO-K1 KCNQ1, thallium flux FluxOR fluorescence; hits give high values; B-score at 10 µM;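 active = fluorescence ratio B-score, a plate-corrected score, at least three library SD, with initial intensity B-score within 5 SD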
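Schedule – 37 °C overnight plating, 90-min dark dye load, 20-min compound pretreatment · System – stable KCNQ1 CHO-K1 line · Probe or stimulus – thallium- and potassium-containing depolarizing buffer · Measured by – kinetic FluxOR fluorescence, 10 s baseline plus 110 s post-stimulus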
hERG protect – hERG rescue from dofetilide block, primary screen, cell-based, CHO-hERG, FluxOR thallium flux, dofetilide IC70; Voltage-gated inwardly rectifying potassium channel KCNH2 (Homo sapiens), Q12809; dofetilide IC70 present; activation (rescue from dofetilide block), less the hit threshold, % at 10 µM; hit rate 0.51% among 310,000;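 active = activation above the mean of controls blocked by dofetilide plus 5 SD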;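 also: thallium influx through hERG after potassium depolarization seen as dye fluorescence rise; in these data hits start at about 4.7%; inactives centre near -7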
DYRK1A inh – rat Dyrk1A kinase inhibitors, primary screen, biochemical, single point, plate reader. inhibition, % at 12.5 µM. ADP-Glo luminescence, NFATc1 peptide. Dual specificity tyrosine-phosphorylation-regulated kinase 1A (Rattus norvegicus), Q63470. hit rate 0.43% among 310,000; in the data active = inhibition above about 50%;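 also: plate controls were vehicle with enzyme for no effect and no enzyme for full effect; many of its hits are not listed in these tables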
TRPC4 act – activators of mouse TRPC4 channel, primary screen, Fluo4 calcium, HEK293 TRPC4beta/mu-opioid cells; Fluo4 calcium fluorescence; hits give high values; B-score at 10 µM; hit rate 0.49% among 310,000;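 active = B-score above 5 SD of library B-scores, and initial fluorescence ratio not above library mean plus 5 SD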;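 also: positive B-score marks a calcium rise read as TRPC4 activation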
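Material: HEK293 stable line with TRPC4beta plus mu-opioid receptor; technique: Fluo4 calcium-sensitive dye fluorescence, kinetic, 1 Hz baseline; timing: Fluo4 dye loading 45 min at room temperature, 110 s recording; controls: assay buffer as low control, maximal DAMGO as high control; read-out: integrated baseline-normalised fluorescence ratio, converted to per-well B score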
Active calls of the source: *; i = inactive; ? = inconclusive; nt = no result given; & = joins results of further samples. Not all compounds are listed, so the mix of outcomes need not match the whole.

Values in the order: ANO1 activ	KCNK3 inh	KCNK9 inh	TRPC4 PAM	HDAC3 inhib	KCNQ1 block	ANO1 block	KCNQ1 act	hERG protect	DYRK1A inh	TRPC4 act
O=C(c1c(F)cccc1F)N1CCN(CCOc2ccccc2)CC1
  i	i	i	i	-6	i	i	i	-10	0	i
Cc1ccccc1C(=O)Nc1cccc(NC(=O)c2ncn[nH]2)c1
  i	i	i	i	-1	i	i	i	-14	6	i
Cc1c(NC(=O)C(C)OC(=O)CNC(=O)c2ccc(C(C)(C)C)cc2)c(=O)n(-c2ccccc2)n1C (centres undefined)
  i	i	i	i	-6	i	i	i	-14	-2	i
Cc1ccccc1NS(=O)(=O)c1ccc(C(=O)NCCCN2CCOCC2)cc1
  i	i	i	i	1	i	i	i	-10	12	i
COc1cccc(C2NC(=O)NC(C)=C2C(=O)OCCSC)c1OC (centres undefined)
  i	i	i	i	-1	i	i	i	-4	-9	i
Cn1cccc1/C=C1\Cc2ccccc2C1=O
  i	i	i	i	1	i	i	i	-8	3	i
O=C(CSc1ccc(F)cc1)N1CCOCC1
  i	i	i	i	3	i	i	i	-2	-1	i
CCn1cc(C(=O)N2CCc3ccccc32)c(=O)c2cc(S(=O)(=O)N(C)C3CCCCC3)ccc21
  i	i	i	i	-2	i	i	i	-15	nt	i
Cc1nc2c(sc(=S)n2Cc2ccco2)c(=O)n1CC(=O)Nc1ccccc1Cl
  i	i	i	i	-3	i	i	i	-6	4	i
CSCCC(NC(=O)c1ccco1)C(=O)OC(C)C(=O)NC(=O)NC1CCCCC1 (centres undefined)
  i	i	i	i	1	i	i	i	-7	-2	70*
O=C(NCn1ccc(=O)[nH]c1=S)c1ccccc1
  i	i	i	i	4	i	i	i	-7	-7	i
Cc1ccc(-c2ccc(/C=N\n3cnnc3)o2)c(Br)c1
  i	i	i	i	?	i	i	i	-2	1	i
Cc1nc(-c2ccccc2)nc2[nH]c(=O)n(-c3ccccc3)c(=O)c12
  i	i	i	i	-8	i	i	i	-12	-6	i
O=C(Cc1ccccc1)Nc1ccc(N2CCCCC2)cc1
  i	i	i	i	-6	i	i	i	-1	-95	i
O=C(c1cc([N+](=O)[O-])ccc1Cl)N1c2ccccc2Sc2ccccc21
  i	i	-12*	i	5	i	i	i	-12	1	i
Cc1cc(NC(=O)CCCN2C(=O)/C(=C/c3cccs3)SC2=S)no1
  i	i	i	i	-6	i	i	i	-11	-1	i
O=C(COC(=O)Cn1nnc2ccccc21)Nc1ccccc1Br
  i	i	i	i	2	i	i	i	-21	-1	i
Nc1ccn([C@H]2C[C@H](O)[C@@H](CO)O2)c(=O)n1
  i	i	i	i	3&-1	i	i	i	-6&-5	-6&-4	i
O=C1C(C=Nc2ccccc2O)=C(O)c2ccccc21
  i	i	i	i	3	i	i	i	-14	nt	i
COc1ccc(C(CC(=O)N2CCCC2)c2c(OC)cc(OC)c3c(-c4ccccc4)cc(=O)oc23)cc1 (centres undefined)
  i	i	i	i	5	i	i	i	-9	7	i
Cc1cc(C)c(NC(=O)c2cccs2)c(C)c1NC(=O)c1cccs1
  i	i	i	i	2	i	i	i	-6	-1	i
Cc1ccc(SCC(=O)N2CCN(c3ccccn3)CC2)cc1
  i	i	i	i	-1	i	i	i	-11	-5	i
O=C(NC12CC3CC(CC(C3)C1)C2)c1ccc(N2CCNCC2)c([N+](=O)[O-])c1
  i	i	i	i	0	i	i	i	-7	7	i
CCN(CCO)C(=S)Nc1cc(S(=O)(=O)N(C)C)ccc1C
  i	i	i	i	3	i	i	i	-6	-8	i
O=C(COCCOCC(=O)N(c1ccccn1)C1CCCCC1)N(c1ccccn1)C1CCCCC1
  i	i	i	i	-8	i	i	i	-5	-6	i
O=C(Nc1nnc(CCS(=O)(=O)c2ccc(Br)cc2)s1)c1ccc([N+](=O)[O-])cc1
  i	i	nt	nt	-2	nt	i	nt	nt	-1	nt
COc1cc(NC(=O)Cn2cnc3sc(C)c(S(=O)(=O)N4CCOCC4)c3c2=O)cc(OC)c1OC
  i	i	i	i	-1	i	i	i	-5	-4	i
Cc1cc(C)c(NC(=O)C2C3/C=C\CCCCC32)c(C)c1 (centres undefined)
  i	i	i	i	1	i	i	i	-11	4	i
Cc1ccc(C(=O)C2CCOC(C)(C)C2)cc1 (centres undefined)
  i	i	i	i	0	i	i	i	-9	-6	i
CCOc1ccccc1CN1CCN(Cc2ccon2)CC1CCO (centres undefined)
  i	i	i	i	nt	i	i	i	-10	-3	i
O=C1Nc2ccccc2C1(c1ccccc1)c1ccccc1
  i	i	i	i	3	i	i	i	-5	5	i
COc1ccc(CN2CCN(Cc3ccc(Br)cc3)CC2)c(OC)c1OC
  i	i	i	i	nt	i	25*	i	0	-1	i
COc1ccccc1CN1CCCC(CN(CCN(C)C)C(=O)C2CCCC2)C1 (centres undefined)
  i	i	i	i	1	i	i	i	-13	nt	i
COc1ccc(OC)c(NC(=O)c2cccc(N3C(=O)C4C5CCC(C5)C4C3=O)c2)c1 (centres undefined)
  i	i	i	i	4	i	i	i	-14	9	i
Cc1coc2cc3oc(=O)c(CCC(=O)O)c(C)c3cc12
  i	i	i	i	1	i	i	i	-14	20	i
CSCCCNC(=S)N(C)CC(=O)Nc1ccc(C)cc1
  i	i	i	i	-15	i	i	i	-1	5	i
CC1=CC(C)(C)N(C(=O)CSc2nnc(N)s2)c2ccccc21
  i	i	i	i	3	i	i	i	-2	0	i
COc1ccc(S(=O)(=O)N2CCCC(C(=O)Nc3ccc4c(c3)OCCO4)C2)cc1 (centres undefined)
  i	i	i	i	10	i	i	i	-2	4	i
COC(=O)c1sccc1-c1ccc(C(=O)Nc2cccnc2)o1
  i	i	i	i	7	i	i	i	-3	0	i
Cc1nn(CCOc2ccccc2)c(=O)n1-c1ccc(Cl)cc1
  i	i	i	i	1	i	i	i	-9	nt	i
COc1ccc(N(CC(=O)NC2CCCC2)C(=O)CCC(=O)Nc2cc(C)on2)cc1
  i	i	i	i	-4	i	i	i	-3	-9	i
O=C(O)c1cccc(S(=O)(=O)N2CCCC(c3nc4c(nnn4Cc4ccc(F)cc4)c(=O)[nH]3)C2)c1 (centres undefined)
  i	i	i	i	-3	i	i	i	-3	-5	i
O=C(Oc1ccc(=O)n(-c2ccccc2)n1)c1ccccc1
  i	i	i	i	81*	i	i	i	-7	-3	i
O=C1CCC/C1=C/Nc1ccc2c(c1)OCO2
  i	i	i	i	16	i	i	i	-2	5	i
O=C(CCc1nc(-c2ccccc2Cl)no1)NCCc1ccccc1
  i	i	i	i	-11	i	i	i	-5	-2	i
CC(=O)N1CCSc2ccc(S(=O)(=O)Nc3ccc(C)cc3)cc21
  i	i	i	i	0	i	i	i	-13	7	i
Cc1ccc(NC(=O)C2C3/C=C\CCCCC32)cc1 (centres undefined)
  i	i	i	i	3	i	i	i	-3	-2	i
Cc1sc2ncn(/N=C/c3ccco3)c(=O)c2c1C
  i	i	i	i	7	i	i	i	-18	0	i
Cc1ccccc1OCCCCCn1ccnc1
  i	i	i	i	-1	i	i	i	-10	4	61*
CCn1cc(C(=O)O)c(=O)c2cc(S(=O)(=O)N3CCCCCC3)ccc21
  i	i	i	i	0	i	i	i	-6	4	i

Continuation:
Values in the order: ANO1 activ	KCNK3 inh	KCNK9 inh	TRPC4 PAM	HDAC3 inhib	KCNQ1 block	ANO1 block	KCNQ1 act	hERG protect	DYRK1A inh	TRPC4 act
CCOc1ccc(N2CC(C(=O)NC3CCCCCC3)CC2=O)cc1 (centres undefined)
  i	i	i	i	1	i	i	i	-3	0	i
CC1CCC2(CC1)SCC(=O)N2c1ccc(F)cc1 (centres undefined)
  i	i	i	i	3	i	i	i	-5	0	i
COc1ccc(NC(=O)N2CCCC2C(=O)NCc2ccc(F)cc2)cc1 (centres undefined)
  i	i	i	i	9	i	i	i	-7	-3	i
CCCCc1nc2cc(C(=O)N(C)CCc3cn[nH]c3)ccc2o1
  i	i	i	i	5	i	i	i	-5	-1	i
COc1cc2[nH]c(=S)n(Cc3ccc(C)o3)c(=O)c2cc1OC
  i	i	i	i	-2	i	i	i	-8	-1	i
COc1cccc(NS(=O)(=O)c2ccc3c(c2)N(C(C)=O)CCO3)c1
  i	i	i	i	8	i	i	i	-13	0	i
Cc1c(Cl)cccc1NC(=S)Nn1cnnc1
  i	i	i	i	-4	i	i	i	-5	2	i
CCCCCc1ccc(-c2ccc(/C=C/C(=O)O)cc2)nc1
  i	i	i	i	0	i	i	i	-3	-4	i
CC1=C(C(=O)OCCC#N)C(c2cc3c(cc2Br)OCO3)NC(=O)N1 (centres undefined)
  i	i	i	i	0	i	i	i	-7	4	i
Cc1cccc2c(=O)c(-c3ccc4c(c3)OCO4)c(NC(=O)c3ccco3)oc12
  i	i	i	i	12	i	i	i	-15	3	i
O=C(CSc1nc2ccc(Nc3nc(N4CCOCC4)nc(N4CCOCC4)n3)cc2s1)N1CCOCC1
  i	i	i	i	6	i	i	i	-21	3	i
Cc1cc(C)nc(NC(=NCCc2c[nH]c3ccccc23)NC(=O)Nc2ccccc2)n1
  i	i	i	i	5	7*	i	i	0	4	i
COC(=O)c1[nH]c2ccc(C)cc2c1NC(=O)CN1CCN(c2ccccc2)CC1
  i	i	i	i	0	i	100*	i	-11	0	i
